sEH activator: increases human soluble epoxide hydrolase activity; P34913; purified human sEH enzymatic activity, activator screen; activation, % at 2 µM; hit rate 0.04% among 91,000; in the data active means activation above about 37%; further: values of inactives mirror those of a sister screen read the other way
DAT uptake mod: changed human dopamine transporter uptake under cocaine IC80. Q01959. LLC-PK1 hDAT cells, [14C]-dopamine uptake with cocaine IC80; actives deviate in either direction. B-score at 10 µM. hit rate 1.3% among 110,000;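 active means Z score or B-score, a plate-position-corrected score, falls beyond the plate's 99.7% confidence bounds, in either direction; inactive means both scores lie inside the 99.7% bounds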;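 further: scored against the spread of the other compound wells on the same plate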
Target sequence (Q01959 whole entry, looked up): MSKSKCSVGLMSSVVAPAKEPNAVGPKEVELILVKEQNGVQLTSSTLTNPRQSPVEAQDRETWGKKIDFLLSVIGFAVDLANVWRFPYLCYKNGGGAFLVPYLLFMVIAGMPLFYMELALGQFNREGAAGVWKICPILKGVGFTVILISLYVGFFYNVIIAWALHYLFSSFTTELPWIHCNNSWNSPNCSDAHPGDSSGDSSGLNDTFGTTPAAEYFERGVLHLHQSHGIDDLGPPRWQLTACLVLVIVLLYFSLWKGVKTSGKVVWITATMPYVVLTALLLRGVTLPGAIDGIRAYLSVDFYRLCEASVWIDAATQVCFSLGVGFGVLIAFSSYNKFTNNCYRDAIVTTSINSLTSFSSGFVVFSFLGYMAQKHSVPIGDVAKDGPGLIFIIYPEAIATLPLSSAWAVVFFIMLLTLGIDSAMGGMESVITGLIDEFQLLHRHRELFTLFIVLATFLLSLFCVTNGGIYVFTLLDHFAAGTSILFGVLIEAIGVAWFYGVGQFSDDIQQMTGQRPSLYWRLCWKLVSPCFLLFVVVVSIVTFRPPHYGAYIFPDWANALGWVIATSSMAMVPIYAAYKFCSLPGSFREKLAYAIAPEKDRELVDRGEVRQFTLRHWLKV
PostGolgi ctrl: yeast control strain growth, post-Golgi counter-screen | AID 738 | inhibition, % at 10 µM | efflux-deficient yeast background strain, growth absorbance A615, 16 h | hit rate 5% among 98,000
PostGolgi yeast: growth inhibition of a yeast mutant, post-Golgi transport screen. post-Golgi transport phenotypic cell assay. inhibition, % at 10 µM. hit rate 0.9% among 98,000;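 further: yeast cells grown in 1536-well plates; yeast grown about 18 h at 30C before absorbance read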
CYP2C19 activ: activators of human cytochrome P450 2C19; AID 1025; 96,000 tested, under 10 active; recombinant CYP2C19, luciferin-H EGE luminescence; stronger effect = higher value; 0 = fully inhibited enzyme, 1 = untreated enzyme; activation factor at 5 µM;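 active means activation factor of at least 2 at 5 µM in the primary screen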;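 further: 0 = wells with 2.5 mM tranylcypromine and 1 = vehicle-only wells; values of inactives mirror those of a sister screen read the other way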
CYP2C19 inhib: inhibitors of human CYP2C19; hit rate 21% among 96,000; CYP2C19 Supersomes, luciferin-H EGE luminescence, 30 min; inhibition, % at 5 µM; P33261;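 active means CYP2C19 inhibition above a set limit at 5 µM in the primary screen, cut at about 50% in these data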;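 further: plate controls were negative control wells for no effect and 2.5 mM tranylcypromine positive control for full effect; values of inactives mirror those of a sister screen read the other way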
S1P2 antag: blocks the human S1P2 receptor | hit rate 0.21% among 97,000 | O95136 | inhibition, % at 5 µM | cell-based S1P2 antagonist assay, inhibition at 5 uM; in the data active means inhibition above about 45%;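 further: CRE beta-lactamase reporter cells expressing human S1P2 stimulated with S1P; 0% = agonist at EC80 alone and 100% = agonist plus reference antagonist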
Target sequence (O95136 whole entry, looked up): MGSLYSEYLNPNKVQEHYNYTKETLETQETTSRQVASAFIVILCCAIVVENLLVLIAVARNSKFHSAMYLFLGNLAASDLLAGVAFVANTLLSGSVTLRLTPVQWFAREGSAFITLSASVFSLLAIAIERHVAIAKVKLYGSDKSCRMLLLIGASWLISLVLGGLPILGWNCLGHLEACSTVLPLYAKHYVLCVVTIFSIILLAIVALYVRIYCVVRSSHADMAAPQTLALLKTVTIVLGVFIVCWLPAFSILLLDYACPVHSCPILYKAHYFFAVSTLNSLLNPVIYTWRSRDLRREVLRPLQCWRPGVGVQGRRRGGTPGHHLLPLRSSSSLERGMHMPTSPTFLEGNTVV
S1P2 ag: agonists of human S1P2 receptor; hit rate 0.46% among 97,000; S1P2-expressing cell line, agonist reporter read-out; activation, % at 4.5 µM; in the data active means activation above about 16%;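 further: 0% = vehicle low control and 100% = maximal reference agonist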
sEH inhibitor: inhibitors of human soluble epoxide hydrolase | P34913 | recombinant human sEH enzymatic activity assay | inhibition, % at 2 µM | hit rate 0.34% among 91,000 | AID 707; in the data active means inhibition above about 80%; further: values of inactives mirror those of a sister screen read the other way; many of its hits are not listed in these tables
* marks the source's active call; other numbers are inactive results. Unless noted, no stated cut-off is given here; in the data, active means inhibition above about 30%; inactive means the rest. Not a hit list, and some 24% of all compounds hit somewhere here.

What do the screens show for `COC(=O)CSc1nnc(-c2ccccc2OC)o1`?
sEH activator: 0; DAT uptake mod: -0.6; PostGolgi ctrl: -14; PostGolgi yeast: 4; CYP2C19 activ: 0.9; CYP2C19 inhib: 8; S1P2 antag: 2; S1P2 ag: -1; sEH inhibitor: 0

What do the screens show for `O=C(CSc1nnc(-c2ccc3c(c2)OCCO3)o1)NC1CCCCC1`?
sEH activator: -15; DAT uptake mod: -0.75; CYP2C19 activ: 1.1; CYP2C19 inhib: -7; S1P2 antag: 6; S1P2 ag: -4; sEH inhibitor: 18

How did CCOCCCNS(=O)(=O)c1ccc2c(c1)OCCO2 do in these assays?
sEH activator: 1; DAT uptake mod: 0.14; PostGolgi ctrl: 3; PostGolgi yeast: 6; CYP2C19 activ: 0.7; CYP2C19 inhib: 29; S1P2 antag: 0; S1P2 ag: -7; sEH inhibitor: 0

What do the screens show for `COc1ccc(C(=O)NC(=S)N2CCC(C)CC2)cc1`?
sEH activator: 0; DAT uptake mod: -7.9*; PostGolgi ctrl: 5; PostGolgi yeast: 3; CYP2C19 activ: 0.8; CYP2C19 inhib: 17; S1P2 antag: 2; S1P2 ag: 0; sEH inhibitor: -1

How did Fc1ccccc1NC(=S)NN(Cc1ccccc1)c1ccccc1 do in these assays?
sEH activator: 5; DAT uptake mod: 0.036; PostGolgi ctrl: 16; PostGolgi yeast: -6; CYP2C19 activ: 0; CYP2C19 inhib: 95*; S1P2 antag: -2; S1P2 ag: -2; sEH inhibitor: -3

What do the screens show for `O=C(CSc1nc2ccccc2n1CC(=O)NCc1ccccc1)NCc1ccco1`?
sEH activator: 8; DAT uptake mod: 0.31; PostGolgi ctrl: 0; PostGolgi yeast: 13; CYP2C19 activ: 0.2; CYP2C19 inhib: 79*; S1P2 antag: 24; S1P2 ag: -7; sEH inhibitor: -7

Results for CCCCOCCCNC(=O)CN1C(=O)c2ccccc2C1=O ?
sEH activator: 7; DAT uptake mod: -1; PostGolgi ctrl: -3; PostGolgi yeast: 5; CYP2C19 activ: 1.1; CYP2C19 inhib: -6; S1P2 antag: 6; S1P2 ag: -4; sEH inhibitor: -5

What do the screens show for `Cc1cc(OCC(=O)O/N=C(\N)c2ccccc2)cc(C)c1Cl`?
sEH activator: 9; DAT uptake mod: -0.46; PostGolgi ctrl: 4; PostGolgi yeast: -1; CYP2C19 activ: 0.9; CYP2C19 inhib: 7; S1P2 antag: 6; S1P2 ag: -1; sEH inhibitor: -8

How did COc1cc(C2C(C(N)=O)=C(C)Nc3nc(CCCO)nn32)cc(OC)c1OC (centres undefined) do in these assays?
sEH activator: -13; DAT uptake mod: -0.11; PostGolgi ctrl: 3; PostGolgi yeast: -8; CYP2C19 activ: 0.7; CYP2C19 inhib: 33; sEH inhibitor: 17

What do the screens show for `O=C(CCSc1nnc(-c2ccncc2)o1)Nc1ccccc1Cl`?
sEH activator: -4; DAT uptake mod: -0.92; PostGolgi ctrl: 1; PostGolgi yeast: -4; CYP2C19 activ: 0.1; CYP2C19 inhib: 87*; S1P2 antag: -16; S1P2 ag: 1; sEH inhibitor: 2

What do the screens show for `CCC(Sc1ncccc1C(=O)OCCN1CCCC1=O)C(=O)NCc1ccco1` (centres undefined)?
DAT uptake mod: -0.55; PostGolgi ctrl: 0; PostGolgi yeast: 3; CYP2C19 activ: 1.1; CYP2C19 inhib: -9; S1P2 antag: -7; S1P2 ag: -6

How did O=C(NCCc1ccc(S(=O)(=O)N2CCCC2)cc1)c1cccs1 do in these assays?
sEH activator: 9; DAT uptake mod: -0.024; PostGolgi ctrl: 2; PostGolgi yeast: 4; CYP2C19 activ: 0.6; CYP2C19 inhib: 40; S1P2 antag: 15; S1P2 ag: -2; sEH inhibitor: -8

Results for COc1ccc(-c2csc(C3=C(O)CN(Cc4ccc(S(N)(=O)=O)cc4)C3=N)n2)cc1OC ?
sEH activator: 7; DAT uptake mod: 0.47; PostGolgi ctrl: 13; PostGolgi yeast: -7; CYP2C19 activ: 0.7; CYP2C19 inhib: 26; S1P2 antag: 10; S1P2 ag: -3; sEH inhibitor: -8

How did CCCC(=O)Nc1cc(C)c(NC(=O)C23CC4CC(CC(C4)C2)C3)cn1 do in these assays?
sEH activator: -8; DAT uptake mod: 0.011; PostGolgi ctrl: 4; PostGolgi yeast: 1; CYP2C19 activ: 0.7; CYP2C19 inhib: 34; S1P2 antag: -6; S1P2 ag: -6; sEH inhibitor: 10

How did O=C(NNC(=O)c1ccccc1Br)c1ccc(Cl)c(Cl)c1 do in these assays?
sEH activator: -10; DAT uptake mod: 0.69; PostGolgi ctrl: 9; PostGolgi yeast: -6; CYP2C19 activ: 0.8; CYP2C19 inhib: 24; S1P2 antag: 14; S1P2 ag: -6; sEH inhibitor: 9

What do the screens show for `CCOC(=O)C1CCCN(C(=O)C2CCN(S(=O)(=O)N3CCC4(CC3)OCCO4)CC2)C1` (centres undefined)?
sEH activator: 1; DAT uptake mod: 0.011; PostGolgi ctrl: -1; PostGolgi yeast: 3; CYP2C19 activ: 0.9; CYP2C19 inhib: 5; S1P2 antag: 16; S1P2 ag: -8; sEH inhibitor: -1

Results for COc1ccc(C2NC(=O)C(C)S2)cc1 (centres undefined) ?
sEH activator: -2; DAT uptake mod: -0.49; PostGolgi ctrl: 6; PostGolgi yeast: 6; CYP2C19 activ: 0.6; CYP2C19 inhib: 45; S1P2 antag: -9; S1P2 ag: -5; sEH inhibitor: 0

Results for Cc1cccc(NS(=O)(=O)c2ccc(C)c(C(=O)OCC(=O)Nc3cc(C)on3)c2)c1 ?
sEH activator: -52; DAT uptake mod: -0.2; PostGolgi ctrl: 3; PostGolgi yeast: -2; CYP2C19 activ: 0.1; CYP2C19 inhib: 89*; S1P2 antag: -4; S1P2 ag: -6; sEH inhibitor: 53

How did CCCCNc1nc(-c2ccccc2)cc(C(F)(F)F)c1C(N)=O do in these assays?
sEH activator: 4; DAT uptake mod: 0.049; S1P2 antag: -14; S1P2 ag: -3; sEH inhibitor: 2

Results for CC1=CC2=C(OC1N(C)C)c1cccc3cccc(c13)C2=O (centres undefined) ?
sEH activator: -7; DAT uptake mod: -0.26; PostGolgi ctrl: 7; PostGolgi yeast: 19; CYP2C19 activ: 0.9; CYP2C19 inhib: 11; S1P2 antag: 13; S1P2 ag: -7; sEH inhibitor: 6

How did Cc1ccc(N(CC(=O)Nc2ccccc2C(=O)NCc2ccco2)S(=O)(=O)c2ccccc2)cc1C do in these assays?
sEH activator: 4; DAT uptake mod: -1.1; PostGolgi ctrl: 17; PostGolgi yeast: -5; CYP2C19 activ: 0.1; CYP2C19 inhib: 92*; S1P2 antag: 1; S1P2 ag: -4; sEH inhibitor: -1

What do the screens show for `CCCn1c(SCC(=O)Nc2cccc(C(=O)OCC)c2)nnc1-c1ccoc1C`?
sEH activator: 16; DAT uptake mod: -0.48; PostGolgi ctrl: -1; PostGolgi yeast: -18; CYP2C19 activ: 0.7; CYP2C19 inhib: 32; S1P2 antag: 1; S1P2 ag: -6; sEH inhibitor: -17

What do the screens show for `Cc1ccc2c(c1)nnn2C1CCN(S(=O)(=O)c2ccc(C(=O)N3CC(C)CC(C)C3)cc2)CC1` (centres undefined)?
DAT uptake mod: 0.0094; PostGolgi ctrl: 17; PostGolgi yeast: 24; CYP2C19 activ: 0; CYP2C19 inhib: 98*

How did Cc1nc2c(C)cccn2c1C(=O)c1ccccc1 do in these assays?
sEH activator: 10; DAT uptake mod: -1.2; PostGolgi ctrl: 11; PostGolgi yeast: -7; CYP2C19 activ: 0.8; CYP2C19 inhib: 19; S1P2 antag: -6; S1P2 ag: -4; sEH inhibitor: -10

What do the screens show for `Cc1ccc(NC(=O)NC2CCN(S(=O)(=O)c3ccc(F)cc3)CC2)cc1`?
sEH activator: -84; DAT uptake mod: -1.2; S1P2 antag: 10; S1P2 ag: -6; sEH inhibitor: 85*

What do the screens show for `CNCc1cc2ccc(C)cc2[nH]c1=O`?
sEH activator: 5; DAT uptake mod: 0.74; PostGolgi ctrl: 4; PostGolgi yeast: -1; CYP2C19 activ: 1; CYP2C19 inhib: -4; S1P2 antag: 0; S1P2 ag: -6; sEH inhibitor: -3

What do the screens show for `CSc1cccc(NC(=O)/C=C/c2ccc(Cl)cc2)c1`?
sEH activator: -7; DAT uptake mod: -0.59; PostGolgi ctrl: 6; PostGolgi yeast: -14; CYP2C19 activ: 1; CYP2C19 inhib: 1; S1P2 antag: 13; S1P2 ag: -2; sEH inhibitor: 6

Results for COC(=O)CSc1snnc1-c1ccc(F)cc1 ?
sEH activator: 6; DAT uptake mod: -1.9; PostGolgi ctrl: 27; PostGolgi yeast: 1; CYP2C19 activ: 0.3; CYP2C19 inhib: 66*; S1P2 antag: -9; S1P2 ag: -4; sEH inhibitor: -10

Results for N#CC1=C(N)Oc2ccc3ccc(O)cc3c2C1c1cccnc1 (centres undefined) ?
sEH activator: -42; DAT uptake mod: -0.88; PostGolgi ctrl: -2; PostGolgi yeast: -6; CYP2C19 activ: 1.2; CYP2C19 inhib: -18; S1P2 antag: 21; S1P2 ag: -7; sEH inhibitor: 43

What do the screens show for `Nc1ccc2c(C(F)(F)F)cc(=O)oc2c1`?
sEH activator: 5; DAT uptake mod: -0.51; PostGolgi ctrl: -3; PostGolgi yeast: 9; CYP2C19 activ: 1.2; CYP2C19 inhib: -16; S1P2 antag: 35; S1P2 ag: 3; sEH inhibitor: -4

Random excerpt: two compounds from above, in no set order.
How did CCCC(=O)Nc1cc(C)c(NC(=O)C23CC4CC(CC(C4)C2)C3)cn1 do in these assays?
sEH activator: -8; DAT uptake mod: 0.011; PostGolgi ctrl: 4; PostGolgi yeast: 1; CYP2C19 activ: 0.7; CYP2C19 inhib: 34; S1P2 antag: -6; S1P2 ag: -6; sEH inhibitor: 10

How did O=C(NCCc1ccc(S(=O)(=O)N2CCCC2)cc1)c1cccs1 do in these assays?
sEH activator: 9; DAT uptake mod: -0.024; PostGolgi ctrl: 2; PostGolgi yeast: 4; CYP2C19 activ: 0.6; CYP2C19 inhib: 40; S1P2 antag: 15; S1P2 ag: -2; sEH inhibitor: -8

Next section:
Results for COc1ccc(CCNC(=O)NC2CCCCC2)cc1 ?
sEH activator: -76; DAT uptake mod: 0.1; S1P2 antag: 10; S1P2 ag: -4; sEH inhibitor: 76

How did O=S(=O)(Nc1ccc2c(c1)OCCO2)c1cnc[nH]1 do in these assays?
DAT uptake mod: -0.25; PostGolgi ctrl: 10; PostGolgi yeast: -4; CYP2C19 activ: 0.9; CYP2C19 inhib: 12

Results for CCC(=O)Nc1ccc(-c2nnc(SCC(=O)Nc3nccs3)n2C)cc1 ?
sEH activator: -6; DAT uptake mod: 0.65; PostGolgi ctrl: 2; PostGolgi yeast: 2; CYP2C19 activ: 0.9; CYP2C19 inhib: 7; S1P2 antag: 1; S1P2 ag: -5; sEH inhibitor: 5

How did CC(c1nnnn1C(C)(C)C)N(Cc1cccnc1)Cc1ccccc1Cl (centres undefined) do in these assays?
sEH activator: -5; DAT uptake mod: 0.57; PostGolgi ctrl: 32*; PostGolgi yeast: 17; CYP2C19 activ: 0; CYP2C19 inhib: 99*; S1P2 antag: -22; S1P2 ag: 0; sEH inhibitor: 7

What do the screens show for `CCOC(=O)CC(=O)Nc1ccc(Br)cc1C(=O)O`?
sEH activator: 4; DAT uptake mod: 0.42; PostGolgi ctrl: 13; PostGolgi yeast: 7; CYP2C19 activ: 0.8; CYP2C19 inhib: 15; S1P2 antag: -11; S1P2 ag: -2; sEH inhibitor: -3

Results for Cc1c(C(=O)NCc2cccs2)oc2ccc(Br)cc12 ?
sEH activator: 5; DAT uptake mod: -0.39; PostGolgi ctrl: 25; PostGolgi yeast: 2; CYP2C19 activ: 1.1; CYP2C19 inhib: -11; S1P2 antag: -7; S1P2 ag: -4; sEH inhibitor: -2

How did Cc1cc(NC(=O)C2C3C(=O)N(CC4CCCO4)C(C(=O)NCc4ccccc4)C34C=CC2(C)O4)no1 (centres undefined) do in these assays?
sEH activator: -1; DAT uptake mod: -0.019; S1P2 antag: 3; S1P2 ag: -4; sEH inhibitor: 2

What do the screens show for `Clc1ccc2c(c1)CNc1c(ncnc1N1CCOCC1)O2`?
DAT uptake mod: 0.65; PostGolgi ctrl: 6; PostGolgi yeast: 0; CYP2C19 activ: 0; CYP2C19 inhib: 99*; S1P2 antag: 25; S1P2 ag: -10

From PubChem BioAssay
